Screening results from PubChem BioAssay.
GPR151 ag: activates the human receptor GPR151; Q8TDV0; PathHunter beta-arrestin GPR151 cells, luminescence; activation, % at 11.2 µM; hit rate 1% among 650,000; AID 1508602; in the data active = activation above about 4.9%;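 also: 0% = median of compound wells and 100% = cells with positive control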
Target sequence (Q8TDV0 whole entry, looked up): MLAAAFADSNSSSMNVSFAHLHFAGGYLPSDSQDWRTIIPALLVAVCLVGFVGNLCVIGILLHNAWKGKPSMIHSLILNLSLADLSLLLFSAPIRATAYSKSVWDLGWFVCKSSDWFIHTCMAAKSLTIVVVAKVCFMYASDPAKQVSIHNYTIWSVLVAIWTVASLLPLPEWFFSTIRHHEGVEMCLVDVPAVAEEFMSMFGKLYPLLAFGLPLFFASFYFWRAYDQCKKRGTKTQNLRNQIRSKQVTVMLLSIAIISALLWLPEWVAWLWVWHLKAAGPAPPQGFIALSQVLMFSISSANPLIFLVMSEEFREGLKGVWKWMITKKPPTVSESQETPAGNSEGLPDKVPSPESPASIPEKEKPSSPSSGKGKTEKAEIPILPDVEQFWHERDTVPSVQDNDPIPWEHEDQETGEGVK
MITF inh: human MITF inhibition, primary screen; O75030; AlphaScreen MITF homodimerization, bead proximity signal; inhibition, % at 2.6 µM; hit rate 0.91% among 650,000; AID 1259374; in the data active = inhibition above about 50%;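 also: 0% = vehicle wells with protein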
Target sequence (O75030 whole entry, looked up): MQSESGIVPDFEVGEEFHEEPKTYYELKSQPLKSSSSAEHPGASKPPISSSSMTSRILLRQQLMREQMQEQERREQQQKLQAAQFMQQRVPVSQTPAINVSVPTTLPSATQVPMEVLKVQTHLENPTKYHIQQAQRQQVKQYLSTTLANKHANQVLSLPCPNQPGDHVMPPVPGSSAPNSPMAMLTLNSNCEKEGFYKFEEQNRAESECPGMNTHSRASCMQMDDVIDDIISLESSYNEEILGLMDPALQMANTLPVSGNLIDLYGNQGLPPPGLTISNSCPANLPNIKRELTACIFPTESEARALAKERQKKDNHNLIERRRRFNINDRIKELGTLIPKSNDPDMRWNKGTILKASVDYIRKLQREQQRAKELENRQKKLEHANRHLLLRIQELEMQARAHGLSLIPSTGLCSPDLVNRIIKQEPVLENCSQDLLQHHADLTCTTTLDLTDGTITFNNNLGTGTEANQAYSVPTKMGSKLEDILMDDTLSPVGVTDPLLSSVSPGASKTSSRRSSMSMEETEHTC
TEAD-YAP block: TEAD-YAP interaction inhibition; hit rate 1.4% among 640,000; HEK-TIYL cells, TEAD-Gal4/YAP UAS-luciferase luminescence; inhibition, % at 9.12 µM; in the data active = inhibition above about 32%;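 also: 0% = median of test compound wells and 100% = reference inhibitor wells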
FBW7 activator: human FBW7 E3 ligase activation, primary screen. AlphaScreen FBW7–phospho-cyclin E peptide binding, activator screen. hit rate 0.13% among 650,000. Q969H0. normalized activity (activation), % at 26.1 µM; in the data active = normalized activity above about 1.9%;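 also: purified mutant Fbw7 with reduced substrate affinity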
* = called active by the depositor.

SMILES	GPR151 ag	MITF inh	TEAD-YAP block	FBW7 activator
Cn1cnnc1Sc1ccc([N+](=O)[O-])c2cccnc12	-1.1	6	5	-0.1
CCN(CC(=O)Nc1sc2c(c1C#N)CCCC2)Cc1nc2ccccc2c(=O)[nH]1	-1.0	1	-3	0.0
COc1ccc(/C=C(\NC(=O)c2ccc(OC)cc2)C(=O)NC(Cc2ccccc2)C(=O)O)cc1 (configuration not stated)	0.8	8	3	0.3
C/C(=N\NC(=O)CNC(=O)c1ccccc1Br)c1ccc(F)cc1	0.1	-5	-2	0.0
O=C(NCCCN1CCOCC1)c1oc(=O)c2ccccc2c1-c1ccccc1	-1.8	0	-13	-0.2
COc1ccc(-n2cc(C(=O)n3ccnc3)c3ccccc3c2=O)cc1	3.9	-13	-5	0.1
Cc1ccc(F)c(CN2CCN3C(=O)[C@H](C)NC(=O)[C@H]3C2)c1	-0.5	7	7	0.0
CC(=O)N(NC(=O)C(O)(c1ccc(C)c(C)c1)c1ccc(C)c(C)c1)c1ccccc1	-0.1	7	3	0.0
COc1ccccc1-c1nc(-c2ccccc2)c(-c2ccccc2)[nH]1	0.7	1	-6	-0.2
CCN1CCN(C(=O)c2cc(Cl)ccc2[N+](=O)[O-])CC1	-0.2	-6	-7	0.0
CC1=NN(c2ccc(C)c(C)c2)C(=O)C12C(c1ccc(Cl)cc1Cl)C21C(=O)N(c2ccc(C)c(C)c2)N=C1C (configuration not stated)	-0.1	-12	0	-0.9
CCn1nnc2c(SCc3ccc(Cl)cc3Cl)ncnc21	-1.1	-13	0	-0.3
O=C(NC(=S)Nc1cccc([N+](=O)[O-])c1)c1ccco1	2.8	-1	-3	0.2
COc1ccc(OCCOCCOc2ccc([N+](=O)[O-])cc2Cl)cc1	1.5	4	7	0.0
CN1CCN(C(=S)Nc2ccc(S(N)(=O)=O)cc2)CC1	-1.6	23	-4	0.5

Profiles, quoted from the list. Screens in order: GPR151 ag | MITF inh | TEAD-YAP block | FBW7 activator
CCn1nnc2c(SCc3ccc(Cl)cc3Cl)ncnc21 reads -1.1 | -13 | 0 | -0.3
O=C(NC(=S)Nc1cccc([N+](=O)[O-])c1)c1ccco1 reads 2.8 | -1 | -3 | 0.2
COc1ccc(OCCOCCOc2ccc([N+](=O)[O-])cc2Cl)cc1 reads 1.5 | 4 | 7 | 0.0
COc1ccccc1-c1nc(-c2ccccc2)c(-c2ccccc2)[nH]1 reads 0.7 | 1 | -6 | -0.2

Part of the list above in order of length of the SMILES, low to high.
SMILES	GPR151 ag	MITF inh	TEAD-YAP block	FBW7 activator
CN1CCN(C(=S)Nc2ccc(S(N)(=O)=O)cc2)CC1	-1.6	23	-4	0.5
CCN1CCN(C(=O)c2cc(Cl)ccc2[N+](=O)[O-])CC1	-0.2	-6	-7	0.0
COc1ccc(-n2cc(C(=O)n3ccnc3)c3ccccc3c2=O)cc1	3.9	-13	-5	0.1
O=C(NCCCN1CCOCC1)c1oc(=O)c2ccccc2c1-c1ccccc1	-1.8	0	-13	-0.2
COc1ccc(/C=C(\NC(=O)c2ccc(OC)cc2)C(=O)NC(Cc2ccccc2)C(=O)O)cc1 (configuration not stated)	0.8	8	3	0.3
CC1=NN(c2ccc(C)c(C)c2)C(=O)C12C(c1ccc(Cl)cc1Cl)C21C(=O)N(c2ccc(C)c(C)c2)N=C1C (configuration not stated)	-0.1	-12	0	-0.9

Going on with the list:
SMILES	GPR151 ag	MITF inh	TEAD-YAP block	FBW7 activator
Cc1c(NC(=O)COc2cccc(OCC(C)C)c2)c(=O)n(-c2ccccc2)n1C	1.9	5	15	-0.1
CS(=O)(=O)Nc1ccccc1C(=O)Nc1ccccc1Br	2.7	3	4	0.1
CC(C)C(=O)Nc1nnc(S(=O)(=O)N(C)c2ccccc2)s1	1.6	-1	-8	-0.1
Cc1ccc(/C=C/C(=O)Nc2ccccc2C(N)=O)cc1	-3.1	8	13	0.5
COC(=O)N1CCc2ccccc21	0.0	2	7	0.3
CCN(CC)c1ccc(C(=O)Nc2nc3ccc4sc(C)nc4c3s2)cc1	1.4	8	-17	0.0
COc1ccc(NC(=O)Cn2ncc3c2-c2cc(C)ccc2OC3)cc1Cl	-0.2	8	17	0.7
CC(C)(C)n1nc2c(c1NC(=O)CCC1CCCC1)CS(=O)C2 (configuration not stated)	1.7	-5	3	0.1
Cc1cccc(NC(=O)CN2C(=O)CC(c3ccco3)Sc3ccccc32)c1 (configuration not stated)	0.5	18	-2	0.1
COC(=O)C1=C(C)NC(C)=C(C(=O)OC)C1c1ccc(C(=O)OC)cc1	-0.6	12	-2	-0.1
COc1ccc(C2C(C(=O)N(C)C3CCCCC3)c3cc(OC)c(OC)cc3C(=O)N2C)cc1OC (configuration not stated)	-0.5	3	-9	1.2
Nc1c(C(=O)C2CC2)sc2nc(-c3ccccc3)cc(-c3ccc(F)cc3)c12	0.6	1	-11	0.1
C=CCOC(=O)C1=C(C)NC(SCC(=O)Nc2cccc(C)c2C)=C(C#N)C1c1ccco1 (configuration not stated)	-1.8	12	4	0.0
Nc1ccc(NC(=O)CCN2CCOCC2)cc1	1.4	2	2	-0.1
CCCCN(Cc1ccccc1)S(=O)(=O)c1c(N)n(C)c(=O)n(C)c1=O	1.5	13	3	0.2
Cc1ccc(NC(=O)c2ccc(C)c(S(=O)(=O)Nc3ccc(C)cc3)c2)cc1	0.2	-4	3	0.0
COc1cc2c(cc1OC)C1C(C(=O)NCc3ccco3)c3ccccc3C(=O)N1CC2 (configuration not stated)	0.0	10	0	0.0
CCN1CCCC1CNC(=O)c1sc2ncn(CC(=O)Nc3cccc(C(F)(F)F)c3)c(=O)c2c1C (configuration not stated)	-0.1	20	-3	-0.2
Cc1ccc(/C=C2/SC(=S)N(c3ccc(C(=O)O)c(O)c3)C2=O)o1	-1.6	49	-1	1.1
N#CCc1nc(CSc2nnnn2-c2ccccc2)cs1	4.1	-12	-8	0.1
COc1ccc(-c2noc(CC(=O)Nc3cc([N+](=O)[O-])ccc3OC)n2)cc1	-0.5	2	-2	-0.3
COc1ccc(CCNC(=O)CSc2n[nH]c(N)n2)cc1OC	-0.4	-6	10	0.0
COc1cc(OC)c(CN2CCN(Cc3ccc4c(c3)OCO4)CC2)cc1Br	3.5	39	-5	0.0
Cc1ccc(C(=O)Nc2ccc(C(F)(F)F)cc2)o1	-2.2	3	-31	-0.1
Cc1ccc(S(=O)(=O)N/N=C/c2ccc(N3CCOCC3)cc2)cc1[N+](=O)[O-]	0.3	14	-3	-0.1
CCC(CC)NC(=O)CN1C(=O)NC(CC(C)C)C1=O (configuration not stated)	0.7	2	-1	-0.2
COc1ccc(N2CCN(C(=S)Nc3ccccc3)CC2)cc1	0.1	5	2	-0.1
Cc1ccc2occ(CN3Cc4ccccc4OC(C)C3)c(=O)c2c1 (configuration not stated)	0.1	0	-3	-0.3
Cc1ccc(N2CCN(S(=O)(=O)c3c(C)nn(C)c3Cl)CC2C)cc1 (configuration not stated)	-0.2	8	0	0.0
Cc1nn(CC(=O)O)c(=O)c2cc3sccc3n12	0.5	1	5	-0.1
COc1ccc([C@@H]2C[C@H]3CN(c4ccccc4)C(=O)[C@]34CCCN24)c(OC)c1	0.4	0	4	0.0
Cc1cc(NC(=O)c2nn3c(C(F)(F)F)cc(-c4ccc(Br)o4)nc3c2Br)no1	-0.2	12	-6	0.2
N#Cc1cccc(CN2CCc3nc(-c4cccnc4)nc(N4CCCCC4)c3C2)c1	0.7	-17	12	-0.2
CCOc1ccc(-c2nc(-c3ccc(C)nc3OC)no2)cc1	0.4	-6	-1	-0.1
Cc1ccc(C)c(NC(=O)CN(C)S(=O)(=O)c2ccc3c(c2)n(C)c(=O)c(=O)n3C)c1	-0.2	11	2	-0.1
CCOC(=O)c1cc([N+](=O)[O-])[nH]n1	-0.3	11	7	-0.1
COc1cc(C2NC(=O)N(C)C(C)=C2C(=O)OCc2ccccc2)cc(Br)c1O (configuration not stated)	-1.5	5	4	0.1
Cc1ccc(NC(=O)CS(=O)CC(=O)Nc2cnc3ccccc3c2)cc1Cl (configuration not stated)	-1.4	-18	-2	0.1
CCCn1c(C)c(C)n2c3c(=O)n(CC(N)=O)c(=O)n(C)c3nc12	-0.4	12	4	0.2
CCc1ccc(NC(=O)C(CC)Sc2nc3cc(OC)c(OC)cc3c(=O)n2CCc2ccc(Cl)cc2)cc1 (configuration not stated)	6.5*	-5	-12	-0.1
CCC(C)C(NC(=O)c1ccccc1NC(=O)c1ccc(OC)cc1)C(=O)NCCCn1ccnc1 (configuration not stated)	1.6	1	-3	0.0
O=[N+]([O-])c1cccc(COc2ccc(CO)cc2I)c1	0.3	6	-75	-0.2
CCOC(=O)C(Cc1c[nH]c2ccccc12)NC(=O)COc1cccc(C)c1 (configuration not stated)	1.7	-1	-7	0.0
CC(C)[C@H]1NC(=O)[C@@H]2C[C@H](NCc3ccc4ncccc4c3)CN2C1=O	-0.4	1	-3	0.0
O=C(CSc1ncccc1C(=O)NCCC1=CCCCC1)Nc1cccc(C(F)(F)F)c1	-0.4	15	-4	0.4
CCOC(=O)/C=C(\C)Nc1ccc2c(C)c(C)[nH]c2c1OC	-1.0	30	-12	-0.1
CC(=O)c1c(C)n(C)c2ccc(OC(=O)c3cccc(Br)c3)cc12	-1.5	0	-5	-0.3
COc1ccc(NC(=O)c2sc3nc(-c4ccccc4)ccc3c2N)cc1	0.6	-14	14	0.2
CC(C)(C)c1ccc(-c2nc3ccccc3c(=O)o2)cc1	-4.8	-10	53*	-0.1
COc1cc(C=C2C(=O)NC(=O)NC2=O)c(Cl)cc1O	-1.6	-27	8	-0.3
Cc1oc(C(=O)NCc2ccccc2Cl)cc1S(=O)(=O)N(C)c1ccccc1	0.3	11	8	0.0
Cc1nc2c(c(=O)[nH]1)CN(Cc1ccccc1F)CC2	0.6	1	-8	-0.2
Cc1cc(C)cc(OCC(=O)N/N=C/c2ccc([N+](=O)[O-])s2)c1	-0.2	-6	1	-0.1
NS(=O)(=O)c1ccc(NC(=O)COc2ccc(Cl)cc2Br)cc1	-0.3	-21	-2	0.1
O=C(O)C1CS/C(=C/c2ccc(N3C(=O)c4ccccc4C3=O)cc2)N1 (configuration not stated)	0.4	-4	-1	-0.2
COC(=O)c1ccc2c(=O)n(C3CCCCC3)c(=S)[nH]c2c1	0.7	-2	0	-0.1
Cc1nn(-c2ccccc2)c(-n2cccc2)c1C(=O)Nc1ccc2c(c1)OCCO2	-0.3	4	-5	-0.5
O=C(NNc1ccc([N+](=O)[O-])cc1[N+](=O)[O-])c1cc2ccccc2cc1O	-1.8	5	9	-0.4
CCC1SC2=NC(C)=C(C(=O)OC)C(c3ccc(Br)cc3)N2C1=O (configuration not stated)	0.7	12	1	0.1
O=C(N/N=C\c1ccc(O)cc1)c1ccn[nH]1	-6.5	-4	-32	-0.2

(listing goes on)
SMILES	GPR151 ag	MITF inh	TEAD-YAP block	FBW7 activator
COc1ccccc1CC(=O)Nc1nccs1	1.2	-1	-10	-0.1
CN1CCN(C(=O)C2=CC(c3ccco3)=NS(=O)(=O)N2C)CC1	-0.3	-2	4	0.1
COC(=O)Cn1c(C(F)(F)F)nc2c(Br)cc(C)cc2c1=O	-1.1	-5	-4	0.0
O=C(O)C1CNC(c2cccs2)S1 (configuration not stated)	0.0	-9	8	0.1
COc1ccc(/C=C/C(=O)NC(=S)NCc2ccccc2)cc1OC	-0.2	20	-6	0.0
O=C(NC1CCOC1)c1cc(Cc2ccccc2)no1 (configuration not stated)	0.4	-10	-52	0.0
CCCNC(=O)CN(CC)S(=O)(=O)c1ccc(Cl)cc1	-2.8	10	10	0.0
CC(C)N(C(=O)COC(=O)c1c(F)cccc1Cl)C(C)C	0.9	-1	7	0.7
NC(=O)c1ccccc1NC(=O)c1ccc(-c2cccc(Cl)c2)o1	0.3	5	-43	0.3
O=C1CC(c2ccc(OC(F)(F)F)cc2)c2ccc3ccccc3c2N1 (configuration not stated)	0.8	-9	10	0.1
Cc1cc(NS(=O)(=O)c2ccc(NC(=O)c3ccc([N+](=O)[O-])cc3[N+](=O)[O-])cc2)no1	1.9	-3	7	0.1
CCOc1ccc(NC(=O)CC2C(=O)NCCN2C(=O)c2ccc(Cl)cc2)cc1 (configuration not stated)	-1.1	-2	-5	-0.1
CCSc1nc2sccn2c(=O)c1C(=O)Nc1ccc(C)cc1C	-0.9	14	0	0.5
Cc1ccn(C(=O)COc2ccccc2C(C)C)n1	0.1	-2	2	0.1
N=c1oc2c(Cl)cc(Cl)cc2cc1C(=O)Nc1nccs1	-0.5	7	8	0.1
O=C(NCc1ccco1)c1ccc(-c2ccc([N+](=O)[O-])cc2Cl)o1	-0.9	6	-15	-0.3
CCN(C(=O)CCC1CCCC1)c1nnc(-c2cccnc2)s1	-0.3	13	-10	0.1
c1ccc(Cn2c3c(c4ccccc42)CCOc2ccccc2-3)cc1	-1.2	-7	-4	-0.1
Cn1ncc2c(=O)n(Cc3cccc(F)c3)cnc21	-0.5	9	8	0.3
O=C1N[C@@H](Cc2c[nH]c3ccccc23)C(=O)N2C[C@@H](NCc3cc4ccccc4s3)C[C@@H]12	1.2	2	4	0.1
Cc1cccc(CSc2nc(=O)n(CCCO)c3c2CCC3)c1	-1.0	3	3	0.0
O=C1C(Cc2c[nH]c3ccccc23)N=C2c3ccccc3N=C(SCc3ccccc3Cl)N12 (configuration not stated)	-1.5	9	-7	0.1
NC(=O)c1ccc(-c2cccc3c2OC(CNC(=O)c2ccc4c(c2)OCO4)C3)cc1 (configuration not stated)	-0.3	8	-5	0.6
O=C(N/N=C/c1ccc(O)cc1O)c1cccc(F)c1	0.5	27	-48	-0.2
Cc1c(C(=O)O/N=C(\N)c2ccncc2)cccc1[N+](=O)[O-]	-0.7	-2	-9	-0.1
